Assay outcomes as filed in PubChem.
BoNT-F LC inh – inhibitors of Botulinum neurotoxin F light chain protease; Multiplex microsphere protease cleavage assay, flow cytometry; inhibition, % at 10 µM; 0.22% of 360,000 active; AID 588497; in the data active means inhibition above about 35%, passing the limit was not always enough; inconclusive means no clear call, values can overlap the other calls; further: plate controls were buffer without enzyme for full effect and enzyme alone for no effect
Anthrax LF prot – blocks Bacillus anthracis lethal factor protease; inhibition, % at 10 µM; P15917; multiplex microsphere protease cleavage assay, LF; 0.12% of 360,000 active; further: plate controls were buffer without enzyme for full effect and enzyme alone for no effect
Target sequence (P15917 whole entry, looked up): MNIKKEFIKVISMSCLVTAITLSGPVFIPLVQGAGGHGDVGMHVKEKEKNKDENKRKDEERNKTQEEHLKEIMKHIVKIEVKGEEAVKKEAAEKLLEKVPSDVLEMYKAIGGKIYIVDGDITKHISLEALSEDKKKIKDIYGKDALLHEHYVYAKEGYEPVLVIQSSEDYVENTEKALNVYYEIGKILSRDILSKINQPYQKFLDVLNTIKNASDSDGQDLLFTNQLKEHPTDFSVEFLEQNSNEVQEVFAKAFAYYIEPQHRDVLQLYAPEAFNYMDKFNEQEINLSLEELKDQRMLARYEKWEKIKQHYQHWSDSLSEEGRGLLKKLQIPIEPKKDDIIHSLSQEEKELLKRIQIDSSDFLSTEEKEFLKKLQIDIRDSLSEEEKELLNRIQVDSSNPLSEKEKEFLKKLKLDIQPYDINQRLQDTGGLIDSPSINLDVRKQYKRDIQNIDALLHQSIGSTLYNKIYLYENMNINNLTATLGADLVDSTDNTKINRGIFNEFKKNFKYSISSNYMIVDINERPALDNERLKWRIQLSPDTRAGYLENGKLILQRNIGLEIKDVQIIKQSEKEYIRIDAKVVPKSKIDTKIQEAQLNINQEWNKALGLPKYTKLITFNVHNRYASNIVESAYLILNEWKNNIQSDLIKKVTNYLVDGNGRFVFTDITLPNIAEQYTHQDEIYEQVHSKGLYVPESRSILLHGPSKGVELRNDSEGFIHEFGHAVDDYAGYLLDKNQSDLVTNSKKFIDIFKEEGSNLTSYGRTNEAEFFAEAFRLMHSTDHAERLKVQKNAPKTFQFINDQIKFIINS
BoNT A protease – inhibitors of Botulinum neurotoxin A light chain protease. AID 588499. multiplex microsphere protease substrate cleavage, flow cytometry. inhibition, % at 10 µM. 0.17% of 360,000 active; further: plate controls were buffer without enzyme for full effect and enzyme alone for no effect
PfHsp40 rescue – rescue of PfHsp40-mediated yeast toxicity; 0.68% of 340,000 active; growth rescue, % at 12.5 µM; AID 504582; S. cerevisiae expressing PfHsp40, growth rescue, ATP luminescence; in the data active means growth rescue above about 28%, passing the limit was not always enough; inconclusive means no clear call, values can overlap the other calls;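 further: yeast W303a lacking pdr1 and pdr3 grown in galactose medium; growth measured after three days at 30 °C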
Y pestis TopoI – Y. pestis Topo-I inhibition via cleavage products | AID 504884 | activity, % at 10 µM | Y. pestis Topo-I cleavage product accumulation, plate reader | 0.064% of 360,000 active; in the data active means activity above about 50%, passing the limit was not always enough; inconclusive means no clear call, values can overlap the other calls; further: inactives centre near 2
FadD28 binding – blocks FadD28 binding to the bisubstrate probe | fluorescence polarization | inhibition, % at 12.5 µM | 0.22% of 360,000 active | AID 588549; in the data active means inhibition above about 8.5%, passing the limit was not always enough; inconclusive means no clear call, values can overlap the other calls
CCHF vOTU inh – blocks the CCHF virus ovarian tumor domain protease; CCHFV vOTU protease, Pep-AMC fluorescence; inhibition, % at 11.5 µM; 0.55% of 370,000 active; AID 651958; in the data active means inhibition above about 30%; further: 0% = vehicle wells with enzyme and 100% = no enzyme wells
TcdB GH inh – inhibitors of Clostridioides difficile toxin B glycohydrolase; P18177; TcdB glycohydrolase enzymatic assay, plate reader; inhibition, % at 9.99 µM; 0.24% of 350,000 active; AID 652162; in the data active means inhibition above about 10%
PrPC TRFRET – inhibitors of human cell surface prion protein PrPC; inhibition, % at 13.8 µM; AID 720596; P04156; TR-FRET read-out; 0.43% of 370,000 active; in the data active means inhibition above about 24%; further: 0% = median of the test wells and 100% = reference compound wells
Numbers without * were called inactive; ? = inconclusive; · = no result given. Unless noted, no stated cut-off is given here; in the data, active means inhibition above about 30%; inconclusive means no clear call, values can overlap the other calls; inactive means below that.

SMILES	BoNT-F LC inh	Anthrax LF prot	BoNT A protease	PfHsp40 rescue	Y pestis TopoI	FadD28 binding	CCHF vOTU inh	TcdB GH inh	PrPC TRFRET
CCOCCOC(=O)NCCCCCCNC(=O)OCCOCC	7	0	-0.6	0.0	27	0.0	10	0.1	-3
COc1ccc(CNc2nc3ccccc3n2Cc2ccccc2)cc1OC	-83	-1	-4.2	-0.2	24	0.3	8	·	0
O=C(CCSc1ccccc1)N1CCCC1	2	-2	-0.4	-0.8	-3	-2.3	-2	1.0	10
Cc1cc2c(cc1S(=O)(=O)CCC(=O)NC1CCCCC1C)OCC(=O)N2 (stereo not given)	-8	-9	0.2	0.0	-2	-1.4	1	0.7	-3
Cc1ccc(S(=O)(=O)N(C)c2ccc(C(=O)N(C)Cc3nc4ccccc4c(=O)[nH]3)cc2)cc1	7	5	3.8	0.0	3	-0.7	-3	0.5	2
CCOC(=O)N1CCC(NC(=O)c2cc(C(=O)Nc3ccc(OCC)cc3)ccc2CO)CC1	-30	-1	-0.3	0.0	-1	-1.1	1	·	-3
COc1ccc(N2CCN(C(=O)CCNS(=O)(=O)c3cccs3)CC2)cc1	-6	1	0.5	-0.5	2	-2.4	-4	·	-1
CC(=O)OCCOc1nc(NC(C)C)nc(NC(C)C)n1	-5	1	-0.8	-1.0	-3	-5.2	-1	·	1
CCOc1ccc(Nc2nc(NCc3ccco3)nc(N)c2[N+](=O)[O-])cc1	?	5	?	0.3	2	-0.4	-11	1.8	-2
O=C(/C=C/c1ccccc1)Nc1cccc(C(=O)O)c1	1	-2	0.4	-2.2	6	-2.3	12	-0.8	0
Cc1ccc(CCN2CCN=C2Nc2ccccc2)cc1	-2	-2	0.2	0.0	-2	-2.3	-2	0.7	-10
CC(C)Cn1c(N)c(C(=O)COC(=O)Cc2cccc(C(F)(F)F)c2)c(=O)n(C)c1=O	-4	0	-3.3	-0.5	-1	-0.4	9	-0.3	1
CC(C)CN(C(=O)CN1CCN(c2ccccc2F)CC1)c1c(N)n(CC(C)C)c(=O)[nH]c1=O	-6	-3	-0.8	-0.6	4	-0.4	1	·	0
COc1ccc(C(=O)OCCN2CCOCC2)cc1	-4	-1	-0.5	0.5	2	-0.4	0	·	-4
O=C(NC1CCCCCCC1)c1ccc2c(c1)N(Cc1ccc(F)cc1)C(=O)CS2=O (stereo not given)	-12	2	-0.4	0.4	1	-1.5	-1	·	3
CCOC(=O)c1c(NC(=O)C(C)Sc2c[nH]c3ccccc23)sc2c1CCC2 (stereo not given)	-14	-11	-0.8	-1.1	8	-2.2	17	0.8	4
CCN1CCN(C(=O)CN(CCc2ccccc2)S(C)(=O)=O)CC1	1	0	-0.3	0.5	5	-4.7	0	·	5
O=C(O)CCc1nn2c3ccccc3n(Cc3ccccc3)c2nc1=O	6	0	-0.3	-1.4	3	-1.9	-24	-1.1	-4
O=C(NC1CCCN(Cc2ccc(Cl)cc2)C1)c1cccc(N2CCCC2=O)c1 (stereo not given)	1	-2	-0.3	0.6	21	-4.1	-3	-1.6	2
O=C(OCC(=O)N1CCCCC1)c1cc2ccccc2cc1O	-6	-2	0.2	0.7	5	-4.8	4	·	-6
CCOC(=O)c1sc(=NC(=O)CCS(=O)(=O)c2ccccc2)n(C)c1C	-7	-2	-0.9	-1.0	4	-3.7	-14	1.5	5
CCN1CCN(C(c2cccs2)C(C)NC(=O)c2cccnc2)CC1 (stereo not given)	2	-4	0.4	-0.2	-4	0.3	2	·	1
CCOC(=O)c1c(O)c2c(n(Cc3ccco3)c1=O)CCCC2	-4	0	0.2	0.6	-1	-2.4	-4	·	5
Cc1ccc(-c2nn(Cc3ccccc3)cc2C(=O)O)cc1	3	1	-1.3	-1.0	5	-2.3	10	0.2	2
Cc1cc(C(=O)OCC(=O)N2CCCCCC2)ccc1[N+](=O)[O-]	2	-2	-0.2	0.9	-4	-3.6	7	-0.8	-9
COc1ccc(CCNC(=O)c2cc3c(cc2Cl)N2CCCCCC2=NS3(=O)=O)cc1	1	-3	1.1	-0.7	2	-3.2	11	0.5	1
Cc1cc(C)cc(NC(=O)CN2CCC(C(=O)c3ccccc3)CC2)c1	-4	-1	-0.3	-1.8	26	-1.4	7	0.6	-13
CCCc1cc(=O)oc2cc(OCc3ccc(OC)cc3)c(Cl)cc12	-1	-1	-0.1	-1.9	1	-2.3	2	0.4	-2
Cc1c([N+](=O)[O-])nnn1-c1cc(Cl)cc(Cl)c1	-5	-2	-0.1	0.8	6	-3.7	·	·	·
Cc1sc(NC(=O)CN(Cc2ccccc2)C(=O)C2CC2)c(C(N)=O)c1C	4	1	0.7	-1.2	6	-1.2	2	1.2	2
COc1ccc(NC2CCCN(C(=O)c3ccc(OC)cc3OC)C2)cc1 (stereo not given)	-10	-4	-5.7	-1.2	-1	-0.8	-15	2.3	1
C=CCn1c(SCC(=O)NC2CCCc3ccccc32)nnc1-c1ccncc1 (stereo not given)	1	0	0.6	0.8	4	-2.0	-16	·	-5
Cc1c(C(=O)N(C)Cc2ccccc2)oc2ccc(S(=O)(=O)N3CCCC3)cc12	-4	0	-1.2	-0.5	-9	·	-13	·	-3
NNC(=S)Nc1ccc(C(F)(F)F)cc1Cl	1	0	-0.3	0.2	-7	-2.2	-6	-1.5	-5
Cc1ccc2[nH]c3c(N4CCc5ccccc5C4)ncnc3c2c1	-18	-1	0.9	0.7	-6	-2.0	3	·	14
CC(C)(C)c1nnc(N/N=C/c2ccccc2O)n(N)c1=O	-9	-3	-2.7	71*	2	0.3	4	·	-1
CCN(c1ccccc1)S(=O)(=O)c1ccc(OC)c(NC(=O)COc2ccc(C(C)=O)cc2)c1	1	1	1.8	1.2	8	-3.4	-8	0.9	-2
CC(C)N(Cc1nc(-c2ccc(Cl)cc2)no1)C(=O)CCC1CCCC1	-8	-5	0.1	2.0	46	-5.5	2	0.8	2
CC(C)Oc1cccc(C(=O)C2CCCN(C(=O)c3cc(C(F)(F)F)[nH]n3)C2)c1 (stereo not given)	5	0	3.0	1.1	15	-3.3	28	1.3	1
O=C(COc1ccccc1Cl)Nc1ccc(C(=O)c2ccc(C(=O)O)cc2)cc1	-1	-2	0.0	0.1	-15	-4.0	25	2.4	-2
CN(C)c1ccc(/C=N/NC(=O)c2ccc(-n3cnnn3)cc2)cc1	13	-1	-2.4	-1.3	-8	-0.8	4	-0.1	-3
Cc1ccc(S(=O)(=O)N2CCOCC2)cc1NC(=O)COC(=O)CCn1c(C)csc1=O	1	6	-0.9	-1.4	-4	1.0	8	-0.1	1
CC(NC(=O)OCc1ccccc1)C(=O)Oc1cc2oc(=O)cc(-c3ccccc3)c2cc1Cl (stereo not given)	-2	3	-0.9	0.2	-2	-0.8	-7	1.3	-5
CCC[C@@H]1C[C@@]1(CCC)[C@@H](NC(=O)c1ccccc1)c1ccc(C(=O)OC)cc1	-4	-10	-0.6	2.7	12	-1.1	14	0.2	7
O=[N+]([O-])c1ccc(C2CNC(c3ccccc3)O2)cc1 (stereo not given)	-2	4	?	-0.9	-2	-1.7	0	2.1	-13
COc1ccc(CCOC(=O)CNC(=O)c2ccc(Cl)cc2Cl)cc1	7	5	-1.7	0.9	21	-0.2	0	0.5	1
CN(C)c1ccnc(-n2cccc2/C=N/OCc2ccccc2)c1C#N	?	-6	-2.5	0.8	0	-4.5	7	·	-2
COc1ccc(OCc2nc(N)nc(Nc3ccc(C)cc3)n2)cc1	-8	3	-0.5	1.2	1	-2.5	1	·	-3
COC1c2ccccc2C(=O)N1Cc1ccc(F)cc1 (stereo not given)	-37	5	0.7	-2.3	10	1.3	-6	1.2	-1
COC(=O)COC(=O)c1ccc(Oc2nc(OC)nc(N(C)C)n2)cc1	0	-6	0.5	-1.0	-10	-0.6	-6	·	6
COc1cccc(N/C(=N/C(=S)Nc2ccc(C)cc2C)Nc2nc(C)cc(C)n2)c1	?	8	-9.9	-0.5	5	1.6	12	0.4	8
O=C(COC(=O)C1COc2ccccc2O1)NC1CCCCC1 (stereo not given)	-2	-2	-0.2	1.0	-2	-3.0	11	-0.3	-1
CCN(CCO)CC1CCCC2CCCCC21 (stereo not given)	1	9	-0.3	·	·	·	-4	-0.3	0
CCOC(=O)C1=C(COC(=O)/C=C/c2cc(OC)c(OC)c(OC)c2)NC(=O)NC1C (stereo not given)	-4	-3	-1.5	0.1	36	-2.6	-3	0.2	-7
Cc1c(NC(=O)CN(c2ccc(F)cc2)S(=O)(=O)c2ccccc2)c(=O)n(-c2ccccc2)n1C	2	-1	2.9	-1.5	0	-2.4	11	0.2	-3
CCN(Cc1nc2ccccc2c(=O)[nH]1)C(=O)CN1C(=O)NC2(CCCCC2C)C1=O (stereo not given)	3	2	-0.6	1.4	4	-2.3	-4	1.8	2
COc1ccccc1N1CCN(S(=O)(=O)c2ccc(-n3cnnn3)c(C)c2)CC1	-7	-1	-1.4	0.1	13	-1.3	3	·	2
O=C1c2ccc([N+](=O)[O-])cc2C(=O)N1c1ccc(Cl)cn1	-3	-6	0.5	-1.6	-4	-3.1	4	2.7	7
O=c1[nH]c(C2CCN(S(=O)(=O)c3cccc(Cl)c3)CC2)nc2c1nnn2Cc1ccccc1	2	3	-2.4	-1.6	21	-2.0	20	0.7	-4
O=S(=O)(Nc1ccc(C(O)(C(F)(F)F)C(F)(F)F)cc1)c1cccc2ccccc12	5	0	0.1	·	-10	-46	12	2.7	0

In a second layout: results already given.
Values run as follows: BoNT-F LC inh | Anthrax LF prot | BoNT A protease | PfHsp40 rescue | Y pestis TopoI | FadD28 binding | CCHF vOTU inh | TcdB GH inh | PrPC TRFRET
O=C1c2ccc([N+](=O)[O-])cc2C(=O)N1c1ccc(Cl)cn1
  -3 | -6 | 0.5 | -1.6 | -4 | -3.1 | 4 | 2.7 | 7
O=c1[nH]c(C2CCN(S(=O)(=O)c3cccc(Cl)c3)CC2)nc2c1nnn2Cc1ccccc1
  2 | 3 | -2.4 | -1.6 | 21 | -2.0 | 20 | 0.7 | -4

(next part)
SMILES	BoNT-F LC inh	Anthrax LF prot	BoNT A protease	PfHsp40 rescue	Y pestis TopoI	FadD28 binding	CCHF vOTU inh	TcdB GH inh	PrPC TRFRET
CC1(C)OC(=O)C(=CNc2cccc(O)c2)C(=O)O1	7	6	0.6	-0.7	11	-3.2	20	-0.3	9
CC[C@H](C)[C@H]1CNC(=O)C(=O)N1CC1CCN(CC2CCC(C)CC2)CC1 (stereo not given in full)	0	-2	-0.1	-0.4	-7	-1.0	-6	0.9	-3
Cc1ccc(S(N)(=O)=O)cc1	1	2	-0.5	-1.1	6	0.0	-3	0.6	-7
CO[C@H]1O[C@H](C)[C@@H](O)C[C@H]1NC(=O)OCc1ccccc1	15	-8	-6.3	-1.0	-1	-2.0	-10	1.8	3
COc1ccc(S(=O)(=O)Nc2nncs2)cc1	-8	-4	-1.1	0.5	3	0.6	-1	·	1
Cc1ccc(NC(=O)c2nc[nH]c2C(=O)N2CCN(c3ccccc3)CC2)cc1	-6	-4	-0.3	0.0	8	-0.7	0	1.0	3
O=C(NCCc1nnc2ccc(N3CCCC3)nn12)c1ccccc1	3	2	1.6	0.6	2	-1.7	18	0.8	-3
CC1Cc2ccccc2N1C(=O)CN(C)CC(=O)Nc1cccc(F)c1 (stereo not given)	0	-3	2.3	-0.8	10	·	9	-0.2	-1
Cc1ccc(N(C(=O)c2csnn2)C(C(=O)NC2CCCC2)c2cccnc2)cc1 (stereo not given)	-10	7	1.5	1.9	-6	-2.2	6	0.2	3
CC1Cc2ccccc2N1C(=O)CSc1nc2ccccc2s1 (stereo not given)	-2	1	0.4	-0.3	29	-3.9	-11	1.7	8
C[C@H](NC(=O)COc1ccccc1)C(=O)OCC(=O)c1cc2ccccc2o1	-6	-1	1.8	0.5	-3	-0.3	-3	1.3	-5
O=C(NCC1CCCCC1)c1cc(Br)ccc1Cl	1	-2	0.0	-0.1	-4	-2.1	9	-0.9	4
